# Screening data from PubChem BioAssay.
# Tau fluor counter = Counterscreen qHTS for Inhibitors of Tau Fibril Formation, Fluorescence Polarization | AID 1463, 2008 | Potency, µM (top dose mostly 57.7 µM), for inactives: at the top dose activity change, negative = decrease | tau K18 P301L (four-repeat tau fragment) Alexa594 fluorescence, heparin fibrillization | 280,000 compounds, 0.93% hits; also: % is scaled to controls: 0 for no effect and ±100 for the full control effect; nearly all actives have a fitted effect of over 55% in size
#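 Human K18 P301L tau (15 uM unlabeled plus 0.24 uM Alexa 594-labeled, final) in 100 mM sodium acetate pH 7 was mixed with compound and 20 uM heparin and incubated 6 hr at 37 C.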
# GAA glycogen mod = qHTS Assay for Inhibitors and Activators of Human alpha-Glucosidase Cleavage of Glycogen; 300,000 compounds, 0.38% hits; Lysosomal alpha-glucosidase (Homo sapiens), P10253; recombinant GAA, glycogen substrate, Amplex Red glucose oxidase fluorescence; AID 2100, 2009; Potency, µM (series often up to 76.4 µM), inactives show top-dose activity change, negative = inhibition, usual class: inhibitors;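 also: 0% = full enzyme reaction and -100% = no-enzyme basal signal; the screen sought inhibitors and activators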
#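 Natural-substrate format: glycogen cleavage by 4 nM human enzyme, glucose read by Amplex Red coupling (Ex 573, Em 610 nm). Normalized to enzyme and no-enzyme controls.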
# ALDH1A1 block = qHTS Assay for Inhibitors of Aldehyde Dehydrogenase 1 (ALDH1A1) | 220,000 compounds, 7.3% hits | Purified ALDH1A1, NADH fluorescence, propionaldehyde substrate | Potency, µM (highest dose often 75.3 µM), without a hit: at the highest dose activity, negative = inhibition, usual class: inhibitors | Aldehyde dehydrogenase 1A1 (Homo sapiens), P00352; active = well fitted inhibition curve with a large enough effect, not every such curve was filed as active; inconclusive = small, poorly fitted or top-dose-only effect, or another doubt; inactive = no such curve, though single readings can be large or run the other way;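 also: plate controls were no enzyme wells and a reference inhibitor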
# Target sequence (P00352 whole entry, looked up): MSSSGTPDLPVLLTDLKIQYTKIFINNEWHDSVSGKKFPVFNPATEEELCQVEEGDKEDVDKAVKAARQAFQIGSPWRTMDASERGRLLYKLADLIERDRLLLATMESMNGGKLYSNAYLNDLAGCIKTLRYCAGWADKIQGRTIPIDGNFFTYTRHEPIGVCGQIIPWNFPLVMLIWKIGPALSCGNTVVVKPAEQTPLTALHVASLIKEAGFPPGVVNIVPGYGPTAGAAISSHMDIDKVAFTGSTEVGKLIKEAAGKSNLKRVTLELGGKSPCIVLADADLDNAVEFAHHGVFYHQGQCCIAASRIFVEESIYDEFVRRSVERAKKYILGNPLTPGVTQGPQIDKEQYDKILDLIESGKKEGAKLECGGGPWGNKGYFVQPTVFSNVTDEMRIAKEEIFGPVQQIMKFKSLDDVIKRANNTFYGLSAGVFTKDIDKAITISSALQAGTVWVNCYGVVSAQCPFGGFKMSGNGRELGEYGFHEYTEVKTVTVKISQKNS
# Epigenetic reg = Quantitative High-Throughput Screen for Regulators of Epigenetic Control; murine LDR cells, GFP reporter derepression, 30 h; Potency, µM (series often up to 53.9 µM), for inactives: at the highest dose GFP activation, most hits filed as activators; 280,000 compounds, 0.2% hits; also: % of control where 0% means no effect; nearly all actives have a fitted effect of over 60% in size
#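 Readout is the number of GFP-expressing murine LDR cells, counted by cytometry following washing. Cells were treated with compound for 30 h at 37 C; the stably integrated CMV-GFP locus is normally silent.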
# GAA inhib = qHTS Assay for Inhibitors of Human alpha-Glucosidase as a Potential Chaperone Treatment of Pompe Disease | Lysosomal alpha-glucosidase (Homo sapiens), P10253 | Potency, µM (highest dose often 76.9 µM), without a hit: at the highest dose activity change, negative = inhibition, actives largely listed as inhibitors | AID 1466, 2008 | 200,000 compounds, 0.005% hits | purified human GAA, 4-MU-alpha-glucoside fluorescence;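 also: plate controls were uninhibited enzyme wells for no effect and no-enzyme background for full effect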
#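 qHTS format, compound range up to 77 uM. Human lysosomal enzyme at 4 nM, 400 uM 4-MU glucoside substrate, pH 5.0, 20 min room temperature; fluorescence after alkaline stop gives activity normalized to controls.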
# GAA spleen mod = qHTS Assay for Inhibitors and Activators of Human alpha-Glucosidase From Spleen Homogenate; Lysosomal alpha-glucosidase (Homo sapiens), P10253; Potency, µM (highest dose often 79.9 µM), for inactives: at the top dose activity change, negative = inhibition, actives largely listed as inhibitors; 240,000 compounds, 0.006% hits; AID 2112, 2009; human spleen homogenate, 4-MU-alpha-glucoside fluorescence;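 also: 0% = enzyme with vehicle and -100% = no enzyme basal signal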
#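 AC50 values come from Hill-equation fits of concentration-response data, normalized to no-enzyme and full-activity controls. Enzyme source: 1 ug human spleen homogenate; 1 mM fluorogenic 4-MU glucoside, pH 5.0 citrate buffer, 37 C, 40 min.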
# aGal spleen mod = qHTS Assay for Inhibitors and Activators of Human alpha-Galactosidase From Spleen Homogenate. human spleen homogenate, 4MU-alpha-Gal fluorescence, 40 min. Potency, µM (series often up to 80 µM), for inactives: top-dose activity change, negative = inhibition, most hits filed as inhibitors. 240,000 compounds, 0.008% hits. AID 2107, 2009;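 also: 0% = enzyme with vehicle and -100% = no enzyme basal signal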
#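 Human spleen homogenate (1 ug) was the enzyme source, with 4-methylumbelliferyl-alpha-D-galactopyranoside (1 mM final) in pH 5.0 citrate buffer with 0.01% Tween-20. Compounds were titrated; after 40 min at 37C, NaOH/glycine stop, 4-MU fluorescence read; AC50 from Hill fits.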
# NPSR antag = qHTS Assay for Antagonists of the Neuropeptide S Receptor: cAMP Signal Transduction; CHO-NPSR cells, cAMP TR-FRET, antagonist mode; Potency, µM (top dose mostly 38.3 µM), for the others: top-dose activity change, negative = inhibition, usual class: inhibitors; 220,000 compounds, 1% hits; AID 1461, 2008; also: % is scaled to controls: 0 for no effect and ±100 for the full control effect; nearly all actives have a fitted effect of over 50% in size; many of its hits are not listed in these tables
# Target sequence (Q6W5P4 whole entry, looked up): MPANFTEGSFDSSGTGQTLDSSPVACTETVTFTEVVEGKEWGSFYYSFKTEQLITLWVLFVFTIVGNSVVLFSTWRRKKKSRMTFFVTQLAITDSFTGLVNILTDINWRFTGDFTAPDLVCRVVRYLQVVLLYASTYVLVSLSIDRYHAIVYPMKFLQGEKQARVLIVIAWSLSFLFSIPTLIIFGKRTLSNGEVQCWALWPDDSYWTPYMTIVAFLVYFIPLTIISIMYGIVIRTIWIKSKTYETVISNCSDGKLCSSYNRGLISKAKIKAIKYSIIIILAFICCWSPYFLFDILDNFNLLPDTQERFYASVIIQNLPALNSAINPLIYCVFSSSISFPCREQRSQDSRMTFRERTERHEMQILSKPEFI
# * = called active by the depositor; ? = inconclusive; . = no result given; & = joins results of further samples; [ ] = remark or other dose. Unless noted, calls follow the shape of the dose curve; as a rule, active = well fitted curve in the direction sought with a large enough effect; inconclusive = small, poorly fitted or top-dose-only effect, or another doubt; inactive = no such curve, though single readings can be large; an effect the other way counts as inactive or inconclusive. Potency is read from the fitted curve at half-maximal effect. These rows are one share of the data; count on the stated rates, not on these rows.
SMILES,Tau fluor counter,GAA glycogen mod,ALDH1A1 block,Epigenetic reg,GAA inhib,GAA spleen mod,aGal spleen mod,NPSR antag
COC(=O)C(O)(NC(=O)OCc1ccccc1)C(F)(F)F (stereo unspecified),4.5%,-0.6%,1.2%,0.9%,-7.9%,-0.7%,-0.7%,-3.7%[46.1 µM]
Cc1ccc(NC(=O)N2CCc3ccccc32)cc1,-12.2%,-11.0%,0.0%,3.0%,-0.9%,1.7%,7.7%,-15.4%[46.1 µM]
Clc1ccc(SCc2cn3cccnc3n2)cc1,-7.6%,-0.9%,16.0%,-0.9%,-1.9%,1.2%,-1.3%,3.5%[46.1 µM]
CC(NC(=O)c1ccccc1O)c1ccccc1 (stereo unspecified),-9.2%,2.4%,?,-0.7%,11.1%,-3.3%,4.5%,2.4%[46.1 µM]
O=S(=O)(NCc1ccc(Cl)cc1)NCc1ccccc1F,-3.6%,?,2.0%,-0.4%,-3.8%,7.9%,5.7%,1.3%
N#Cc1ccc(-n2c(-c3ccccc3)nnc2-c2ccccc2)cc1C#N,-13.4%,-0.6%,?,-1.9%,-1.9%,3.3%,1.6%,-17.7%[46.1 µM]
Clc1ccccc1Cn1nnc2c(N3CCOCC3)nc(C3CC3)nc21,-5.2%,3.0%,20µM*,-1.1%,?,-7.2%,2.3%,-26.9%[46.1 µM]
O=[N+]([O-])c1ccc(O)c(-c2nc(-c3ccccc3)c(-c3cccs3)[nH]2)c1,11.2µM*[quencher],9.2%,?,-0.9%,1.1%,-3.0%,6.2%,?
COc1cccc(C(=O)Nc2ccccc2OC(F)(F)F)c1,-8.1%,14.6%,-12.1%,-1.6%,7.1%,1.4%,-1.1%,18.6%
COc1ccc(OCC(=O)Nc2ncc3c(n2)CC(C)(C)CC3=O)cc1,-3.2%,1.5%,?,-1.5%,3.4%,-0.2%,6.4%,-6.6%[46.1 µM]
O=C(Nc1ccc(N2CCN(C(=O)c3ccco3)CC2)cc1)c1ccc(F)cc1,-28.1%,-15.2%,-6.7%,3.2%,0.7%,-2.7%,-6.0%,-9.9%[46.1 µM]
CN(Cc1ccccn1)Cc1cn(Cc2ccccc2)nc1-c1ccc2c(c1)OCO2,19.7%,-4.9%,?,0.0%,?,-2.2%,-8.8%,-21.9%
COC1=C(C)C(O)=C(C(=O)/C=C/c2ccccc2)C(=O)C1(C)C,0.4%,0.9%,.,0.5%,.,3.6%,5.1%,-57.8%
CCc1ccc(NC(=O)CSc2nc3ccccc3c(=O)n2CCCC(=O)N2CCCC2)cc1,-1.8%,-5.5%,3.5%,-0.2%,6.1%,-3.6%,-2.8%,-19.3%[46.1 µM]
NS(=O)(=O)c1ccc(NC(=S)NC(=O)/C=C/c2cccs2)cc1,-1.1%,-4.3%,4.5%,-0.6%,4.1%,8.6%,1.7%,-13.0%
CCOCCCn1c(=S)[nH]c2cc(C(=O)NCCCN(CC)CC)ccc2c1=O,-9.9%,-14.1%,?,-0.1%,-0.7%,-0.4%,-4.3%,6.6%
C=CCn1c(N2CCCCCC2)nc2c1c(=O)n(C)c(=O)n2C,-3.1%,6.5%,?,1.1%,-1.4%[15.4 µM],-9.9%,-2.4%,?
Cc1ccc(S(=O)(=O)N2CCN(CC(=O)N/N=C\c3ccc(Cl)c([N+](=O)[O-])c3)CC2)cc1,-29.4%,-24.9%,8.91µM*,-1.0%,?,?,1.0%,-34.9%
O=c1[nH]c(SCc2ccc([N+](=O)[O-])cc2)nc2[nH]ncc12,-2.6%,18.0%,6.3%,4.7%,4.7%,4.8%,-3.4%,14.6%
CCOC(=O)C1CCCN(C(=O)c2cn(CC)c(=O)c3cc(OC)c(OC)cc23)C1 (stereo unspecified),-11.4%,5.0%,-9.8%,1.0%,0.7%,4.0%,10.7%,1.0%[46.1 µM]
Cn1c(=O)c2c(nc(SCc3ccccn3)n2C)n(C)c1=O,2.1%,-7.8%,4.6%,-1.1%,-6.3%,3.9%,7.6%,5.3%[46.1 µM]
Cc1ccc(C(=O)COC(=O)C2CC(=O)N(c3nc(-c4ccccc4)cs3)C2)cc1C (stereo unspecified),-19.7%,-9.4%,1.8%,-0.7%,-8.8%,-13.2%,-9.1%,-19.4%[46.1 µM]
CCOC(=O)c1cc(-c2csc(-c3ccc(C(F)(F)F)cc3)n2)on1,-28.7%,0.3%,3.2%,2.5%,-3.4%[15.4 µM],-3.9%,6.7%,-21.2%
COC(=O)c1ccc(CN2CCN(Cc3ccc(F)cc3)C(CCO)C2)cc1 (stereo unspecified),0.5%,4.8%,16.6%,-0.6%,2.3%,0.7%,8.3%,-9.0%
CCOc1ccccc1N1CCN(C(=O)c2ccc3[nH]c4c(c3c2)CCCC4)CC1,?,-2.4%,-5.3%,-1.0%,-1.8%,-4.4%,4.1%,-32.2%
O=C(CN1CCC(Cc2ccccc2)CC1)NC(=O)NC1CCCCC1,-1.1%,6.1%,-3.8%,-1.5%,?,-0.7%,-0.6%,-29.9%
COc1ccc(Oc2ccc(N/C=C3/CCCC3=O)cc2)cc1,-25.7%,6.3%,?,8.5%,-2.7%,-2.0%,-14.4%,-3.5%
C=C(Br)Cn1c(CC)nc2ccccc21,-3.4%,0.8%,0.7%,-1.0%,-3.5%,-4.2%,-5.7%,-13.5%[46.1 µM]
O=C(CCC(=O)OCCCC(F)(F)C(F)(F)F)Nc1ccccc1,0.1%,-6.5%,5.8%,-3.2%,?,4.6%,8.2%,-3.1%[46.1 µM]
Cn1nnnc1SCC(=O)Nc1cc(C(=O)O)cc(C(=O)O)c1,-8.6%,3.5%,9.7%,0.8%,-4.9%,-12.2%,8.3%,8.6%[46.1 µM]
N#CC(C(=O)Nc1ccccc1)=C1CCCCC1,5.8%,4.7%,-1.5%,-0.9%,-0.4%,-7.2%,-9.0%,4.0%[46.1 µM]
COc1ccc(-c2noc(CN3CCN(c4ccccc4)CC3)n2)cc1,-26.1%,-7.4%,-13.2%,0.0%,-2.9%[15.4 µM],-1.0%,3.9%,-5.6%[46.1 µM]
Cc1cccn2c(=O)c(/C=N/O)c(Nc3ccccc3F)nc12,-6.0%,4.5%,.,-1.7%,.,-13.7%,3.0%,12.2%
CNS(=O)(=O)c1ccc(NS(=O)(=O)c2ccccc2F)cc1,3.4%,-6.9%,?,-1.1%,10.6%,-7.4%,5.5%,-0.7%
Clc1ccc(-c2cn3nc4c(nc3n2)CCCC4)cc1,-17.2%,-0.1%,?,0.0%,12.2%,-9.5%,0.2%,4.8%[46.1 µM]
CCCCCC(=O)NNC(=S)NC(=O)c1ccccc1[N+](=O)[O-],12.2%[2.34 µM],-3.8%,-7.4%,1.0%,-6.9%,-15.5%,-18.7%,-7.0%
CN1/C(=C\C(=O)c2cccnc2)C(C)(C)c2ccccc21,-4.0%,-4.5%,4.0%,-0.1%,6.4%,-1.0%,-1.3%,11.4%
CC(C)(C)n1ncc2c(=O)n(Cc3c(F)cccc3Cl)cnc21,-3.9%,1.5%,-9.1%,2.9%,-13.8%,6.0%,7.2%,6.5%[46.1 µM]
COc1ccc(/C=C2\CC/C(=C\c3ccc(OC)c(OC)c3)C2=O)cc1OC,-11.1%,-4.6%,-12.7%,?,?,-3.4%,1.3%,-17.8%
O=C(C1=C[C@H](C2CC2)C[C@H](OCc2ccc(CO)cc2)O1)N1CCN(Cc2ccc3c(c2)OCO3)CC1,2.0%,3.8%,1.4%,0.2%,.,0.8%,-4.1%,30.9%
Cn1nc([N+](=O)[O-])c(C(C#N)c2nc3ccccc3n2C)c(Cl)c1=O (stereo unspecified),?,10.0%,4.4%,1.0%,7.0%,5.7%,-3.5%,-1.5%
Cc1c(NC(=O)C2CC(c3c(F)cccc3Cl)=NO2)c(=O)n(-c2ccccc2)n1C (stereo unspecified),-7.5%,3.7%,-8.1%,-1.9%,-7.3%,2.0%,-1.9%,-16.4%[46.1 µM]
CCOc1ccc(-c2csc(N)c2C(=O)OC)cc1,?,?,22.4µM*,0.8%,-15.1%,-4.3%,-0.2%,-6.2%[46.1 µM]
COc1ccc(-c2cc(C(=O)Oc3ccc([N+](=O)[O-])cc3)c3ccccc3n2)cc1,-25.4%,1.3%,?,1.5%,-2.9%,2.8%,8.5%,-0.2%[46.1 µM]
O=P(O)(CCCP(=O)(O)CCc1ccccc1)CCc1ccccc1,3.5%,6.0%,13.1%,-2.5%,2.5%,8.5%,10.2%,-7.1%[46.1 µM]
CCOC(=O)c1cc2cc(OC)ccc2nc1C,-2.7%,8.3%,?,0.0%,3.6%,-0.8%,13.0%,1.0%[46.1 µM]
O=C(O)C1=CCNCC1,-6.3%&-5.6%&1.8%&-12.1%,.,1.2%&0.7%&1.6%&0.8%,1.1%&1.1%&-1.1%&2.4%,.,-3.5%&6.1%&-2.7%&-4.1%,1.1%&14.3%&10.0%&-3.9%,-10.1%[46.1 µM]
